PLK1 kinase inh = inhibitors of human PLK1 kinase | 97,000 tested, 0.53% active | recombinant PLK1 kinase, TR-FRET peptide phosphorylation | AID 619 | inhibition, % at 10 µM | P53350;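 active = inhibition of 50% or more in the single-concentration screen; inactive = inhibition below 50%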;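 also: 0% = DMSO max control and 100% = H-89 dihydrochloride min control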
CYP2C19 inh = human CYP2C19 inhibition. CYP2C19 Supersomes, luciferin-H EGE luminescence, 30 min. inhibition, % at 5 µM. 96,000 tested, 21% active. AID 778. P33261;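 active = CYP2C19 inhibition above a set limit at 5 µM in the primary screen, cut at about 50% in these data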;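 also: plate controls were negative control wells for no effect and 2.5 mM tranylcypromine positive control for full effect; values of inactives mirror those of a sister screen read the other way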
PLAP act = activates human placental alkaline phosphatase; purified PLAP enzyme, luminescent substrate read-out; hits give high values; activation fold at 20 µM; P05187; 96,000 tested, 1.2% active; in the data active = activation fold above about 2
PLK1 PBD inh = Plk1 (human) PBD binding inhibition; 97,000 tested, 0.13% active; AID 693; inhibition, %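 (tested at about 20 µM)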; Plk1 PBD phosphopeptide binding, fluorescence polarization; in the data active = inhibition above about 34%, passing the limit was not always enough
CYP2C19 activ = activators of human cytochrome P450 2C19 | P33261 | recombinant CYP2C19, luciferin-H EGE luminescence; hits give high values; 0 = fully inhibited enzyme, 1 = untreated enzyme | activation factor at 5 µM | 96,000 tested, under 10 active | AID 1025;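 active = activation factor of at least 2 at 5 µM in the primary screen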;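 also: 0 = wells with 2.5 mM tranylcypromine and 1 = vehicle-only wells; values of inactives mirror those of a sister screen read the other way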
EphB4 ephrin blk = blocks human EphB4 binding to ephrin-B2. inhibition, % at 7 µM. P54760. 97,000 tested, 0.15% active. EphB4 LBD / TNYL-RAW-Alexa532 peptide, fluorescence polarization;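 active = inhibition above the screen-wide mean inhibition plus 3 SD, cut at about 15% in these data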;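 also: 0% = DMSO wells and 100% = excess unlabeled TNYL-RAW peptide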
Target sequence (P54760 whole entry, looked up, the tested form may be a part): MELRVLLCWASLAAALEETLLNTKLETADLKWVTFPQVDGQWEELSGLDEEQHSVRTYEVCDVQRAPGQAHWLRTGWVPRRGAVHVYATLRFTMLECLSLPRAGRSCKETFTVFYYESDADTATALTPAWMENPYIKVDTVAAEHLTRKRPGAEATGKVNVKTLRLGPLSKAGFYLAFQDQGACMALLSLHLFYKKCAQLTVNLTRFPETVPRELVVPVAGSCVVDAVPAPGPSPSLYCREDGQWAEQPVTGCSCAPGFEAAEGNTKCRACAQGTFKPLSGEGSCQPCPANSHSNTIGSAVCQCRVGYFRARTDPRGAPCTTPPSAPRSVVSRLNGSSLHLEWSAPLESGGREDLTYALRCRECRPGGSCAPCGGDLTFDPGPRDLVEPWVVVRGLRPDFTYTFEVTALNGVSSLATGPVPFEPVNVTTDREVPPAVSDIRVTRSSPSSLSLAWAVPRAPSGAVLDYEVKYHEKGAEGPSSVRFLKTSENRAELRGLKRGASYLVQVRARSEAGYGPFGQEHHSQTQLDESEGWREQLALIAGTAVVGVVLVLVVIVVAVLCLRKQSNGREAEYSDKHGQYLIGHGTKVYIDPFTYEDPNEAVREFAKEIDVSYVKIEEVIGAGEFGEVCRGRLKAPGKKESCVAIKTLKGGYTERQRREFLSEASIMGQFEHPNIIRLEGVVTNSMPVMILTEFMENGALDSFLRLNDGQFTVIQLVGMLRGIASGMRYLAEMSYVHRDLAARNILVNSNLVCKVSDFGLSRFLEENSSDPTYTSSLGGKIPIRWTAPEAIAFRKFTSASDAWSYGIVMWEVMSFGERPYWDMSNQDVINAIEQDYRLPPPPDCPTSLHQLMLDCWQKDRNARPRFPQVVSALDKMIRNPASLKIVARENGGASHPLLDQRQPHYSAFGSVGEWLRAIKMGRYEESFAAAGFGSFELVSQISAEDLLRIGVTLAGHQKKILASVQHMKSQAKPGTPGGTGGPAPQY
CYP2C9 act = activators of human CYP2C9 | 96,000 tested, 1.4% active | activation factor at 5 µM | recombinant CYP2C9, luciferin-H conversion, luminescence; hits give high values; factor 1 = untreated enzyme, 0 = blocked | AID 1024 | P11712;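 active = activation factor of 2 or more for CYP2C9 at a 5 µM dose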;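 also: 0 = sulfaphenazole-blocked wells and 1 = vehicle-only wells; values of inactives mirror those of a sister screen read the other way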
Rev-RRE block = HIV Rev-RRE protein-RNA interaction inhibition; P05866; Rev peptide-RRE RNA binding, FRET; inhibition, % at 8 µM; 97,000 tested, 0.79% active; AID 704;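 active = inhibition above the screen-wide mean plus 3 SD, cut at about 35% in these data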;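 also: 0% = median DMSO wells and 100% = median Neomycin B control wells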
Target sequence (P05866 whole entry, looked up): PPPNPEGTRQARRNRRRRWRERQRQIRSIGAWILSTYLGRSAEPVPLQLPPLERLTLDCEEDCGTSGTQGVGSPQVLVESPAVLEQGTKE
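Test system: labelled RRE RNA duplex and labelled Rev peptide. Times: 5 min compound–RNA preincubation, then 15 min with peptide, 25 °C. Doses: single-dose 8 µM. Measured by: FRET, excitation 480 nm, emission 540 nm donor and 671 nm acceptor. Measure: % inhibition of FRET ratio versus controls.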
CYP2C9 inhib = human CYP2C9 inhibition; AID 777; inhibition, % at 5 µM; 96,000 tested, 20% active; CYP2C9 Supersomes, luciferin-H conversion, luminescence; P11712;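 active = blocking of liver enzyme CYP2C9 beyond about 50% at 5 µM, limit read from the data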; also: values of inactives mirror those of a sister screen read the other way
Numbers without * were called inactive.

Screening CCn1cc(C(=O)O)c(=O)c2cc(Br)ccc21 returned PLK1 kinase inh -54, CYP2C19 inh -8, PLAP act 0.9, PLK1 PBD inh -33, CYP2C19 activ 1.1, EphB4 ephrin blk 0, CYP2C9 act 1.2, Rev-RRE block 12 and CYP2C9 inhib -21.
Screening O=C(Nc1ccc2nc3n(c(=O)c2c1)CCCCC3)c1ccccc1Cl returned PLK1 kinase inh -23, CYP2C19 inh 13, PLAP act 0.8, PLK1 PBD inh 4, CYP2C19 activ 0.9, EphB4 ephrin blk 5, CYP2C9 act 0.6, Rev-RRE block 7 and CYP2C9 inhib 42.
Screening COc1cccc(-n2c(=O)[nH]cc(C(=O)Nc3ccc4c(c3)OCCO4)c2=O)c1 returned PLK1 kinase inh -9, PLK1 PBD inh 11, EphB4 ephrin blk 0 and Rev-RRE block 7.
Screening Cc1ccsc1C(=O)NNC(=O)Nc1ccc(Cl)c(Cl)c1 returned PLK1 kinase inh -3, CYP2C19 inh 20, PLAP act 1, PLK1 PBD inh 13, CYP2C19 activ 0.8, EphB4 ephrin blk -2, CYP2C9 act 0.9, Rev-RRE block 9 and CYP2C9 inhib 6.
Nc1cc(N)nc(SCC(=O)Nc2ccc(Br)cc2Cl)n1 was read as CYP2C19 inh 74*, PLAP act 0.8, CYP2C19 activ 0.3, CYP2C9 act 0.4 and CYP2C9 inhib 56*.
For O=C(NCc1ccco1)c1cnc2n(c1=O)CCS2 the results were PLK1 kinase inh -12, CYP2C19 inh 7, PLAP act 1, PLK1 PBD inh 11, CYP2C19 activ 0.9, EphB4 ephrin blk 5, CYP2C9 act 0.9, Rev-RRE block 3 and CYP2C9 inhib 7.
CC(C)[C@H](NC(=O)NC1CCCc2ccccc21)C(=O)O (stereo partly specified) was read as PLK1 kinase inh 4, CYP2C19 inh -20, PLAP act 0.9, PLK1 PBD inh 15, CYP2C19 activ 1.2, EphB4 ephrin blk -4, CYP2C9 act 1.1, Rev-RRE block 5 and CYP2C9 inhib -12.
Cc1ccc(C(O)c2nc3ccccc3n2C(C)C)cc1 (stereo unspecified) was read as PLK1 kinase inh -1, CYP2C19 inh 92*, PLAP act 2.6*, PLK1 PBD inh -14, CYP2C19 activ 0.1, EphB4 ephrin blk -5, CYP2C9 act 0.5, Rev-RRE block 0 and CYP2C9 inhib 48.
CCOc1ccc(N(CC(=O)NCc2ccc(F)cc2)S(=O)(=O)c2c(C)noc2C)cc1 was read as PLK1 kinase inh 67*, CYP2C19 inh 34, PLAP act 0.9, PLK1 PBD inh -7, CYP2C19 activ 0.7, EphB4 ephrin blk -6, CYP2C9 act 1, Rev-RRE block 8 and CYP2C9 inhib -2.
`Nc1nnnn1/N=C/C=C/c1ccccc1` gave CYP2C19 inh 13, PLAP act 1.2, CYP2C19 activ 0.9, CYP2C9 act 0.8 and CYP2C9 inhib 21.
CN=C1CC(SC)=C1c1ccc(C)cc1 was read as PLK1 kinase inh -8, PLK1 PBD inh 5, EphB4 ephrin blk -5 and Rev-RRE block 1.
Screening c1coc(CNc2ncnc3ccccc23)c1 returned PLK1 kinase inh -12, CYP2C19 inh -4, PLAP act 1, PLK1 PBD inh -3, CYP2C19 activ 1, EphB4 ephrin blk 3, CYP2C9 act 1.1, Rev-RRE block 4 and CYP2C9 inhib -11.
`CC(C)(C)c1ccc(C(=O)NCCC(=O)NCc2ccco2)cc1` gave PLK1 kinase inh 0, PLK1 PBD inh -13, EphB4 ephrin blk -1 and Rev-RRE block 3.
`C/C=C/c1ccc(OCCCn2cncn2)c(OC)c1` gave PLK1 kinase inh -13, CYP2C19 inh 89*, PLAP act 1.3, PLK1 PBD inh 6, CYP2C19 activ 0.1, EphB4 ephrin blk 2, CYP2C9 act 0.5, Rev-RRE block 3 and CYP2C9 inhib 50*.
Screening CN1CCN(c2nc3nonc3nc2N2CCN(C)CC2)CC1 returned PLK1 kinase inh -1, CYP2C19 inh 5, PLAP act 1, PLK1 PBD inh 20, CYP2C19 activ 0.9, EphB4 ephrin blk -3, CYP2C9 act 0.9, Rev-RRE block 7 and CYP2C9 inhib 8.

In the list so far, these have a COOH group.
Screening CCn1cc(C(=O)O)c(=O)c2cc(Br)ccc21 returned PLK1 kinase inh -54, CYP2C19 inh -8, PLAP act 0.9, PLK1 PBD inh -33, CYP2C19 activ 1.1, EphB4 ephrin blk 0, CYP2C9 act 1.2, Rev-RRE block 12 and CYP2C9 inhib -21.
CC(C)[C@H](NC(=O)NC1CCCc2ccccc21)C(=O)O (stereo partly specified) was read as PLK1 kinase inh 4, CYP2C19 inh -20, PLAP act 0.9, PLK1 PBD inh 15, CYP2C19 activ 1.2, EphB4 ephrin blk -4, CYP2C9 act 1.1, Rev-RRE block 5 and CYP2C9 inhib -12.

Following part.
Screening CC1CCC(C(=O)NC(C(=O)N2CCN(c3ccccn3)CC2)C(C)C)CC1 (stereo unspecified) returned PLK1 kinase inh 3, CYP2C19 inh 3, PLAP act 1.2, PLK1 PBD inh 2, CYP2C19 activ 1, EphB4 ephrin blk 7, CYP2C9 act 1, Rev-RRE block 2 and CYP2C9 inhib 2.
For O=C(NCCc1ccccc1)c1cccs1 the results were PLK1 kinase inh -6, CYP2C19 inh 53*, PLAP act 0.7, PLK1 PBD inh 12, CYP2C19 activ 0.5, EphB4 ephrin blk -2, CYP2C9 act 1, Rev-RRE block 9 and CYP2C9 inhib 5.
For CC(C)CN(C(=O)COC(=O)CCN1C(=O)c2ccccc2C1=O)C1CCS(=O)(=O)C1 (stereo unspecified) the results were PLK1 kinase inh -5, CYP2C19 inh 7, PLAP act 1.4, PLK1 PBD inh -4, CYP2C19 activ 0.9, EphB4 ephrin blk -4, CYP2C9 act 1.1, Rev-RRE block -3 and CYP2C9 inhib -6.
O=C1CN(c2ccc(Br)cc2)C(=O)N1CC(=O)N1CCCc2ccccc21 was read as PLK1 kinase inh -16, CYP2C19 inh 26, PLAP act 1, PLK1 PBD inh 46*, CYP2C19 activ 0.7, EphB4 ephrin blk -2, CYP2C9 act 1, Rev-RRE block 13 and CYP2C9 inhib 4.
CCOC(=O)CSc1ncnc2c1cnn2-c1ccc(Cl)cc1 was read as PLK1 kinase inh -34, CYP2C19 inh -12, PLAP act 1, PLK1 PBD inh -18, CYP2C19 activ 1.1, EphB4 ephrin blk 7, CYP2C9 act 1.1, Rev-RRE block 8 and CYP2C9 inhib -9.
`CCn1cnc2cc(NCc3cccc(OC)c3O)ccc21` gave PLK1 kinase inh -8, CYP2C19 inh 37, PLAP act 1.3, PLK1 PBD inh -3, CYP2C19 activ 0.6, EphB4 ephrin blk -2, CYP2C9 act 1, Rev-RRE block 1 and CYP2C9 inhib 3.
Screening O=C1CC(CCC(=O)NC2CC2)c2ccccc2N1 (stereo unspecified) returned PLK1 kinase inh -7, CYP2C19 inh 1, PLAP act 1, PLK1 PBD inh 1, CYP2C19 activ 1, EphB4 ephrin blk -5, CYP2C9 act 1.1, Rev-RRE block 1 and CYP2C9 inhib -6.
Screening COc1ccc(NC(=O)c2cc(S(=O)(=O)N3CCCCC3)ccc2N2CCCCC2)cn1 returned CYP2C19 inh 17, PLAP act 1.6, CYP2C19 activ 0.8, CYP2C9 act 0.6 and CYP2C9 inhib 36.
`COc1ccc(-n2c(SCC(=O)NCC3CCCO3)nc3ccccc32)cc1` (stereo unspecified) gave PLK1 kinase inh 0, CYP2C19 inh 93*, PLAP act 1.7, PLK1 PBD inh -12, CYP2C19 activ 0.1, EphB4 ephrin blk 1, CYP2C9 act 0.1, Rev-RRE block -1 and CYP2C9 inhib 90*.
For O=C(c1ccco1)N(CCCN1CCOCC1)c1nc(-c2ccc(F)cc2)cs1 the results were PLK1 kinase inh 3, CYP2C19 inh 37, PLAP act 1.6, PLK1 PBD inh 0, CYP2C19 activ 0.6, EphB4 ephrin blk 3, CYP2C9 act 0.3, Rev-RRE block 12 and CYP2C9 inhib 67*.
For CC(C)OCCCN1C(=O)c2[nH]nc(-c3ccccc3O)c2C1c1cccc(Cl)c1 (stereo unspecified) the results were PLK1 kinase inh -1, CYP2C19 inh 16, PLAP act 1.3, PLK1 PBD inh -15, CYP2C19 activ 0.8, EphB4 ephrin blk -11, CYP2C9 act 0.8, Rev-RRE block 0 and CYP2C9 inhib 21.
`O=C(O)c1ccc(NS(=O)(=O)c2cccc3nsnc23)cc1` gave PLK1 kinase inh -9, CYP2C19 inh 2, PLAP act 1, PLK1 PBD inh -2, CYP2C19 activ 1, EphB4 ephrin blk 2, CYP2C9 act 1.1, Rev-RRE block 4 and CYP2C9 inhib -6.
For c1ccc2c(-c3nc(C4CCCCC4)no3)cc(-c3ccncc3)nc2c1 the results were PLK1 kinase inh -2, CYP2C19 inh 57*, PLAP act 1, PLK1 PBD inh -7, CYP2C19 activ 0.4, EphB4 ephrin blk 4, CYP2C9 act 0.2, Rev-RRE block -3 and CYP2C9 inhib 80*.
C=CCn1c(SCC(=O)Nc2ccc(N(C)C)cc2)nnc1-c1cccc(C)c1 was read as PLK1 kinase inh -4, CYP2C19 inh 29, PLAP act 1.2, PLK1 PBD inh 3, CYP2C19 activ 0.7, EphB4 ephrin blk 3, CYP2C9 act 0.6, Rev-RRE block -3 and CYP2C9 inhib 37.
Screening CCn1c(Sc2nc(C)nc3scc(-c4cccs4)c23)n[nH]c1=O returned PLK1 kinase inh -14, CYP2C19 inh 57*, PLAP act 1.6, PLK1 PBD inh -7, CYP2C19 activ 0.4, EphB4 ephrin blk 6, CYP2C9 act 0.4, Rev-RRE block 7 and CYP2C9 inhib 58*.
For CCc1cc(=O)oc2cc(C)c3c(C)coc3c12 the results were PLK1 kinase inh -14, CYP2C19 inh 63*, PLAP act 0.8, PLK1 PBD inh 1, CYP2C19 activ 0.4, EphB4 ephrin blk -4, CYP2C9 act 0.8, Rev-RRE block 5 and CYP2C9 inhib 17.
Screening CCCSc1nc(O)c(C2OC(=O)c3c2ccc(OC)c3OC)c(=O)n1-c1ccccc1 (stereo unspecified) returned PLK1 kinase inh 15, CYP2C19 inh -5, PLAP act 1.2, PLK1 PBD inh -7, CYP2C19 activ 1, EphB4 ephrin blk 3, CYP2C9 act 1, Rev-RRE block -2 and CYP2C9 inhib -2.
For CCC(=O)NC(c1ccc([N+](=O)[O-])cc1)c1c(O)ccc2ccccc12 (stereo unspecified) the results were PLK1 kinase inh -11, CYP2C19 inh 94*, PLAP act 1.1, PLK1 PBD inh 20, CYP2C19 activ 0.1, EphB4 ephrin blk -1, CYP2C9 act 0.5, Rev-RRE block 0 and CYP2C9 inhib 54*.
Screening Cc1ccc2[nH]c(=O)c(CN(Cc3ccc4c(c3)OCO4)Cc3nnnn3Cc3ccco3)cc2c1 returned PLK1 kinase inh -3, CYP2C19 inh 99*, PLAP act 1.4, PLK1 PBD inh -14, CYP2C19 activ 0, EphB4 ephrin blk -3, CYP2C9 act 0, Rev-RRE block 2 and CYP2C9 inhib 99*.
`Cn1cc(C(=O)Nc2cccc(F)c2)cn1` gave PLK1 kinase inh -15, CYP2C19 inh 4, PLAP act 0.8, PLK1 PBD inh -9, CYP2C19 activ 1, EphB4 ephrin blk 2, CYP2C9 act 1, Rev-RRE block 6 and CYP2C9 inhib 0.
For COc1ccccc1N(CC(=O)NC1CCCCC1)S(C)(=O)=O the results were PLK1 kinase inh 1, CYP2C19 inh 27, PLAP act 1.3, PLK1 PBD inh 7, CYP2C19 activ 0.7, EphB4 ephrin blk -1, CYP2C9 act 0.9, Rev-RRE block 1 and CYP2C9 inhib 15.

Bioassay records deposited in PubChem by several laboratories.
